Compound activity as filed in PubChem.
TCR act – T cell receptor activation | 330,000 tested, under 10 active | primary human leukocytes, anti-CD3, IL-2 HTRF, 48 h | Potency, µM (highest dose often 9.22 µM), inactives show at the top dose activation of IL-2 secretion, most hits filed as activators; further: % of control where 0% means no effect
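Primary human leukocytes incubated 48 hr with anti-CD3 beads plus compound, without co-stimulation. Secreted IL-2 measured by HTRF (europium cryptate/d2 anti-IL-2 pair, 320 nm excitation, 665 nm emission).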
AT treatment – potential ataxia-telangiectasia treatment; […] A-T fibroblasts, KAP-1 phosphorylation AlphaLISA; neocarzinostatin DNA damage 30 min before lysis; Potency, µM (highest dose often 57.5 µM), for inactives: top-dose activation, usual class: activators; actives 0.19% (n = 320,000); AID 485349; further: potency means the concentration at half of the fitted maximal effect; % of control where 0% means no effect; nearly all actives have a fitted effect of over 45% in size
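hTERT-immortalized A-T patient fibroblasts ([…]), 500 cells/well in OPTI-MEM, 1% FBS, got compounds for 60 min, then NCS for 30 min at 37C. Lysates were then assayed for phospho-KAP-1 by AlphaLISA (anti-pKAP1 donor, anti-KAP1 acceptor beads), 6 hr at 25C.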
CXXC DNA block – MLL CXXC-DNA interaction inhibition. Q03164. MLL-CXXC / FITC-HOXA9 DNA fluorescence polarization. Potency, µM (doses to about 115 µM), without a hit: at the top dose activity change, negative = inhibition, usual class: inhibitors. actives 0.037% (n = 290,000). AID 2662; active means well fitted inhibition curve with a large enough effect in the polarisation, with a control signal flat, not every such curve was filed as active; inconclusive means small, poorly fitted or top-dose-only effect, or effect the other way, or a change in a side signal; inactive means no such curve, though single readings can be large or run the other way; the % refers to the polarisation; further: potency means the concentration at half of the fitted maximal effect
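Steps: dispense CXXC domain solution (7 uM) → pin compounds or unlabeled HOX-A9 DNA control → 5 min ambient → add FLSN-HOX-A9 solution (50 nM) → spin → 30 min ambient → fluorescence polarization. Tris pH 7.5/NaCl/DTT/BSA buffer.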
ASM inhibitor – blocks human secretory acid sphingomyelinase | P17405 | placental ASM, HMU-PC fluorogenic substrate, 60 min | Potency, µM (highest dose often 57.5 µM), without a hit: at the top dose activity change, negative = inhibition, hits mostly inhibitors | actives 0.006% (n = 340,000) | AID 504937; further: potency means the concentration at half of the fitted maximal effect
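Fluorescence read-out (Ex 386 nm, Em 447 nm) after stopping the reaction at pH 10. Enzyme: ASM from human placenta; substrate HMU-PC0, 9 uM final; 60 min, 37 °C. Compound preincubation 10 min, ambient temperature.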
Menin-MLL TR inh – menin-MLL binding inhibition, Texas Red mutant peptide. Menin + Texas Red MLL mutant peptide, fluorescence polarization. Potency, µM (series often up to 61.6 µM), for inactives: at the top dose FP activity change, negative = inhibition, usual class: inhibitors. AID 1768. actives 0.23% (n = 270,000); active means well fitted inhibition curve with a large enough effect in the polarisation, with a control signal flat, not every such curve was filed as active; inconclusive means small, poorly fitted or top-dose-only effect, or effect the other way, or a change in a side signal; inactive means no such curve, though single readings can be large or run the other way; the % refers to the polarisation; further: potency means the concentration at half of the fitted maximal effect; % of control where 0% means no effect; many of its hits are not listed in these tables
Target sequence (O00255 whole entry, looked up): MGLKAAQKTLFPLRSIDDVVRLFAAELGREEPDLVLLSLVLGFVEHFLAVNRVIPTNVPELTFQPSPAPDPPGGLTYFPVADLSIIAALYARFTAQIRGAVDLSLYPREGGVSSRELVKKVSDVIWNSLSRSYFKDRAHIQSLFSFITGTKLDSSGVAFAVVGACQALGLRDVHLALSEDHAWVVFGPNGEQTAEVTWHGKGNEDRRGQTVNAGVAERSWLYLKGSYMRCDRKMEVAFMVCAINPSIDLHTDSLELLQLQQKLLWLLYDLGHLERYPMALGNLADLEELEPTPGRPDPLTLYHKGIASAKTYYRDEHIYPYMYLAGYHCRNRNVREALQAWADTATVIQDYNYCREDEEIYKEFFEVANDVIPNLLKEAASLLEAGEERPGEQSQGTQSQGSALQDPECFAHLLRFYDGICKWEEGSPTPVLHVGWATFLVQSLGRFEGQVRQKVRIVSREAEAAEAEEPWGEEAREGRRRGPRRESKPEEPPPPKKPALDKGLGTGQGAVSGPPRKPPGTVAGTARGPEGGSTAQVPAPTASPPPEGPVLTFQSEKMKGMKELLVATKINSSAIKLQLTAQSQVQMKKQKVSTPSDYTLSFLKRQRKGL
PTAP TSG101 blk – blocks PTAP/TSG101 interaction to inhibit HIV-1 budding | Q99816 | Fluorescence polarization, FITC-PTAP peptide / Tsg101 binding | Potency, µM (series often up to 115 µM), inactives show top-dose activity change, negative = inhibition, actives largely listed as inhibitors | 340,000 tested, under 10 active; active means well fitted inhibition curve with a large enough effect in the main read-out, with a control signal flat, not every such curve was filed as active; inconclusive means small, poorly fitted or top-dose-only effect, or effect the other way, or a change in a side signal; inactive means no such curve, though single readings can be large or run the other way; further: potency means the concentration at half of the fitted maximal effect; % of control where 0% means no effect
Target sequence (Q99816 whole entry, looked up): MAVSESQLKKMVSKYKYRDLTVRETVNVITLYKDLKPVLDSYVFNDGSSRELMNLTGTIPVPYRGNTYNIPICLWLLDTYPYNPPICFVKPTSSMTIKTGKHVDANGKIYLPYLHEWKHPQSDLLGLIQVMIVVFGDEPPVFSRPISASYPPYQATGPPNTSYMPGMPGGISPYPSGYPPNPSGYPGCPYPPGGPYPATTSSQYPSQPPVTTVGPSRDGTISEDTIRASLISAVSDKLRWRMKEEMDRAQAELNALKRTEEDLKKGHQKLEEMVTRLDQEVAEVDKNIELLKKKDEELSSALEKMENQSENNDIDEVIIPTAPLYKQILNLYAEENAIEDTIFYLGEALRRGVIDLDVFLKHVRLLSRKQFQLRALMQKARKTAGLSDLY
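FP read-out: FITC-PTAP peptide, 50 nM final, binding Tsg101 binding domain, 10 uM final; 20 min, r.t.; 10 mM HEPES pH 7.5, 0.15 M NaCl, 0.01% Tween 20, 3 mM EDTA, 0.1 mM TCEP.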
TSHR antagonist – human thyrotropin receptor antagonism; TSHR-expressing cells, TSH-stimulated cAMP HTRF, 2 h; stronger effect = lower value; P16473; AID 504810; actives 0.2% (n = 330,000); activity change, negative = inhibition, % at 11.5 µM;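 active means activity change below a set negative limit, meaning inhibition stronger than a set level, cut at about -70% in these data; inconclusive means activity change between two set negative limits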; further: on the % scale 0 is the no-effect control and ±100 the full control effect
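Competitive HTRF cAMP read-out (cryptate anti-cAMP antibody, cAMP-d2; 30 min, room temperature) in freshly harvested TSHR cells. Compounds added before TSH at EC80 (4nM final), followed by 2 hours' incubation at 37 deg C.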
MBNL1 CUG block – MBNL1-poly(CUG) RNA binding inhibition. Q9NR56. TR-FRET MBNL1-His/biotin-(CUG)12 binding, 665/545 ratio. Potency, µM (highest dose often 57.5 µM), inactives show at the top dose activity change, negative = inhibition, actives largely listed as inhibitors. actives 0.036% (n = 280,000). AID 2675; active means well fitted inhibition curve with a large enough effect in the signal ratio, with a control signal flat, not every such curve was filed as active; inconclusive means small, poorly fitted or top-dose-only effect, or effect the other way, or a change in a side signal; inactive means no such curve, though single readings can be large or run the other way; the % refers to the signal ratio; further: potency means the concentration at half of the fitted maximal effect; on the % scale 0 is the no-effect control and ±100 the full control effect
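TR-FRET readout: Ex 340 nm, 665/545 nm emission ratio, normalized to buffer-only (basal) and MBNL1-(CUG)12 controls. Complex of MBNL1-His with Biotin-(CUG)12, compounds 92 nM–58 uM, incubated 60 min at room temperature.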
Mito fusion act – inhibitors of mitochondrial division or activators of mitochondrial fusion; Potency, µM (doses to about 46.1 µM), for the others: top-dose growth rescue (activation), usual class: activators; actives 0.23% (n = 320,000); S. cerevisiae fusion-defective mutant growth rescue, CellTiterGlo 48 h;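 further: potency means the concentration at half of the fitted maximal effect; % of control where 0% means no effect; nearly all actives have a fitted effect of over 45% in size; temperature-sensitive fusion mutants such as fzo1-1 at 37 °C on non-fermentable ethanol glycerol medium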
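Read-out: ATP-based luminescence (CellTiterGlo, 10 min ambient) reporting growth of fusion-defective ts yeast after 48 hours at 37C on glycerol/ethanol YPEG medium in the presence of compound.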
a7 integrin act – activators of alpha7 integrin expression for muscular dystrophy; actives 0.064% (n = 350,000); Potency, µM (top dose mostly 38.3 µM), without a hit: top-dose activation, hits mostly activators; alpha7betagal myoblasts, beta-gal FDG fluorescence, 48 h; AID 624291;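 further: potency means the concentration at half of the fitted maximal effect; 100% = response of the positive control SU9516; nearly all actives have a fitted effect of over 60% in size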
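alpha7betagal+/- myoblasts (passage 13, 250/well) treated 48 h at 37C with compounds at 1:260 dilution of DMSO stock. Lysed, then beta-galactosidase activity read as FDG fluorescence (ex 480/em 540) after 30 min, with pre-read for autofluorescence.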
* hit, by the source's call; ? = inconclusive; · = not tested or not shown; [ ] = remark or other dose. Unless noted, the call rests on the fitted dose curve; in most records, active means well fitted curve in the direction sought with a large enough effect; inconclusive means small, poorly fitted or top-dose-only effect, or another doubt; inactive means no such curve, though single readings can be large; an effect the other way counts as inactive or inconclusive.

Structure | Mito fusion act | TCR act | a7 integrin act | TSHR antagonist | ASM inhibitor | Menin-MLL TR inh | AT treatment | MBNL1 CUG block | CXXC DNA block | PTAP TSG101 blk
COc1c(C)cc(C(=O)C2CCCN(C(=O)c3snnc3C)C2)cc1C (stereo not drawn) | 2.0% | 3.4% | -3.7% | 2.1 | 1.7% | -11.6% | -3.6% | 6.6% | 3.0% | -4.1%
COc1cccc(NC(=O)CN(C)S(=O)(=O)c2ccc3[nH]c(=O)oc3c2)c1 | 8.8% | 5.0% | 4.4% | 20.3 | 4.9% | · | 3.0% | -2.8% | 0.7% | -2.3%
CC(=O)Nc1ccc(C(=O)Nc2ccncc2)cc1 | -1.5% | · | ? | 0.2 | 0.6% | 8.7% | 1.9% | -10.4% | 6.9% | -2.8%
CC1CCN(Cc2nnc(-c3cccc(Br)c3)o2)CC1 | 10.5% | -1.6% | -6.6% | -3.0 | 1.3% | -25.0% | -17.1% | -0.1% | 17.2% | -2.6%
O=C(Cn1cnc2ccccc21)N/N=C/c1ccccc1[N+](=O)[O-] | 6.1% | 0.2%[46.1 µM] | 14.1% | 38.2 | -2.6% | -3.5% | 5.7% | ? | -9.0% | -0.5%
CC(NC(=O)Cc1ccc([N+](=O)[O-])cc1)c1ccc2c(c1)OCO2 (stereo not drawn) | -0.2% | -1.5% | 23.7% | 4.3 | 1.8% | · | -2.2% | ? | 6.8% | 1.3%
CSc1ccccc1OCc1cc(C(=O)N(C)Cc2ccc3nsnc3c2)no1 | -2.4% | 4.7% | -4.5% | -16.5 | -9.1% | 15.2% | 2.5% | ? | -0.3% | 0.3%
COc1ccc(NC(=O)CN(C)C(=O)c2c(C)nn(Cc3ccccc3)c2C)cc1 | -1.7% | 1.3% | 5.5% | -7.4 | -0.4% | · | 4.8% | · | · | -1.8%
COc1ccc(C(=O)N2CCC(C(=O)Nc3ccccc3C)CC2)cc1OC | 4.2% | -2.3% | -5.4% | -32.0 | -2.5% | -7.0% | 11.6% | 0.5% | -8.8% | 0.3%
O=C(c1c(F)cccc1F)N1CCCC(c2nc(-c3cccs3)no2)C1 (stereo not drawn) | 18.3% | -1.0% | -31.2% | 1.4 | -0.7% | -4.4% | 1.7% | -5.8% | 9.1% | -6.3%
COc1ccc(NC(=O)/C=C/c2ccccc2)cn1 | 1.5% | 0.9% | 10.2% | -8.7 | 2.1% | -3.0% | -1.0% | · | -30.0% | -1.8%
Cc1nc(SCC(=O)N2CCOCC2)c2ccsc2n1 | -6.2% | 8.5% | -13.5% | 10.3 | 1.1% | 3.2% | -1.5% | 3.2% | 1.5% | -2.1%
Cc1ccc(C(=O)Nc2nc(=O)n(C(=O)c3ccccc3C)s2)cc1 | 12.0% | 2.4% | 16.0% | 13.6 | -0.1% | ? | 3.2% | -27.0% | -7.9% | -5.9%
CC1CCN(C2(O)C(=O)Nc3ccc(Cl)cc32)CC1 (stereo not drawn) | 2.7% | -3.9% | 8.1% | -6.8 | -1.1% | ? | -2.4% | 12.0% | 2.1% | 0.5%
S=c1nc(C2COc3ccccc3O2)[nH][nH]1 (stereo not drawn) | -0.2% | -59.1% | 4.0% | 5.0 | 1.5% | -9.5% | 5.1% | -13.5% | 22.1% | -7.2%
CC(=O)Nc1ccc(C)c([N+](=O)[O-])c1 | -3.1% | -6.4% | 4.0% | -11.6 | -2.1% | 0.7% | 3.2%[11.5 µM] | 22.8% | 1.9% | -7.3%
Cc1nc2ccc(S(=O)(=O)Nc3cccc(-c4nc5cccnc5s4)c3C)cc2s1 | 17.8µM* | 4.8% | 12.0% | -32.9 | -10.0% | 11.8% | -4.6% | 148.9%[activator] | 1.3% | -2.3%
Cc1cc(C)n(-c2ccc(C(=O)OCc3ccccc3)cc2)n1 | 28.2% | -4.9%[46.1 µM] | -10.2% | 0.6 | -2.2% | -11.5% | 11.3% | -1.3% | -7.0% | -6.3%
COC(=O)CSc1nnc(CCc2ccccc2)n1C | -1.9% | · | -5.9% | 18.1 | -0.2% | -6.6% | -10.1% | -2.0% | -7.7% | -2.9%
CC(=O)CC(=O)Nc1ccc(Nc2ccccc2)cc1 | 16.3% | -3.8%[46.1 µM] | -5.6% | 3.0 | -5.5% | -23.9% | 0.1% | -5.7% | 1.8% | 1.5%
O=C(CN1CCOCC1)Nc1ncc(Cc2cccc3ccccc23)s1 | -3.6% | -1.6% | -20.6% | -6.2 | -0.3% | 8.9% | 4.8% | ? | -1.6% | -5.3%
COc1ccc(C(=O)Sc2ccc(Cl)cc2)cc1OC | 5.4% | 2.4% | -39.9% | -11.9 | -4.1% | 16.9% | -2.9% | -4.1% | 6.2% | -6.6%
CCc1ccc2c(c1)C(c1ccc([N+](=O)[O-])cc1)=NNC(c1ccccc1)=N2 | 1.1% | -2.5%[46.1 µM] | 20.0% | -1.3 | 0.8% | 6.5% | -1.4% | -0.6% | -9.0% | -6.9%
CCC(C)N(CCNC(=O)CC1Oc2ccc(C)cc2NC1=O)C1CCCCC1 (stereo not drawn) | -2.3% | 1.2% | -3.5% | -7.6 | 2.7% | -0.5% | -2.0% | -3.5% | -3.6% | -3.9%
Cn1c(C(=O)O)c(CC(=O)Nc2ccccc2F)c2ccccc21 | 0.6% | 4.9% | -37.8% | 4.4 | -1.8% | 10.8% | -1.5% | -4.9% | -5.9% | -0.2%
CCCCc1nc2ccccc2c(N)c1CCC (tested in a mixture with another compound) | -11.7% | 4.2%[46.1 µM] | 11.2µM* | 6.0 | -2.1% | -13.7% | · | ? | 11.9% | -2.1%
Cc1cccc(S(=O)Cc2ccc(C(=O)N3CCN(C(=O)c4ccco4)CC3)o2)c1 (stereo not drawn) | -0.8% | 5.7% | -25.1% | -2.8 | 1.0% | · | 7.1% | 4.0% | 7.7% | 0.1%
CCOC(=O)CSc1nc(N)nc(C)c1Br | 5.6% | 0.0% | -5.6% | -16.2 | 0.1% | 10.7% | 3.5% | 8.8% | 4.6% | -1.5%
Cc1nnc(SCc2cc(=O)n3[nH]cnc3n2)s1 | -11.7% | 0.8% | 30.4% | 3.5 | 8.6% | -15.0% | 5.9% | -5.0% | 0.5% | -5.7%
CC(=O)N1CCN(S(=O)(=O)c2cccc(C(=O)OCc3ccc(C(C)(C)C)cc3)c2)CC1 | 17.4% | -4.6% | -31.3%[inhibitor] | -29.4 | -18.1% | · | -7.6% | · | · | -2.0%
OCCCn1c(C2CCCN2c2nc(-c3ccc(F)cc3)cs2)nc2cc(C(F)(F)F)ccc21 (stereo not drawn) | · | -0.1% | -24.5% | · | -23.5% | · | · | · | · | -4.4%
O=C(O)c1ccccc1NC(=O)C1C2C=CC(C2)C1C(=O)O (stereo not drawn) | -1.0% | · | 2.9% | -4.8 | 11.5% | 19.9% | 0.3% | -7.9% | -8.4% | -2.4%
Cc1cc(N2CC(C(=O)NCc3cccs3)CC2=O)ccc1C(C)C (stereo not drawn) | -4.1% | -3.0% | -9.8% | -2.0 | -2.8% | · | 4.8% | -0.5% | -3.8% | -18.2%
Cc1ccc(-c2ccc(S(=O)(=O)N3CCN(C)CC3)cc2)cc1 | -5.6% | 0.1% | -1.7% | 15.3 | 0.5% | 1.9% | 3.7% | -16.1% | 0.5% | -1.8%
CCn1c(SCC(=O)Nc2nnc(C)s2)nc2c(c1=O)SC(C)C2 (stereo not drawn) | -1.7% | 0.3% | 2.2% | 5.8 | 4.1% | -11.0% | -0.7% | ? | -4.4% | -2.8%
O=C(CSc1nnc(-c2ccc(F)cc2)n1CC1CCCO1)NCc1ccco1 (stereo not drawn) | -1.7% | 7.1% | 10.5% | 15.6 | 8.0% | 4.1% | 7.5% | -3.3% | ? | ·
Cc1nc(NC(=S)NC(=O)COc2ccccc2Cl)ccc1Br | 2.1% | 2.9%[46.1 µM] | 22.4% | 10.6 | 1.7% | -18.5% | -5.1% | · | -4.5% | 0.4%
O=C(NCCCN1CCN(c2ccc(F)cc2)CC1)Nc1ccc([N+](=O)[O-])cc1 | -2.4% | -6.7% | -20.7% | -7.1 | -0.2% | 23.3% | -0.5% | ? | -1.3% | -1.2%
COCCNC(=O)c1c[nH]c2cc(OC)c(OC)cc2c1=O | -0.4% | 1.6% | 5.6% | -6.6 | 0.7% | -17.6% | -5.2% | -14.6% | -6.4% | -2.4%

Not all compounds are listed (hit frequency here may not be typical).
